# Source: PubChem BioAssay (several laboratories)
# GPR55 antagonists: GPR55 antagonists blocking LPI-driven arrestin recruitment, primary screen, imaging, U2OS, beta-arrestin-GFP, LPI agonist (AID 2013); U2OS GPR55 beta-arrestin-GFP translocation imaging, LPI antagonism; higher % means a stronger effect; inhibition, % at 10 µM; hits with a dose series show IC50 in µM; 290,000 compounds, 0.13% hits;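 active = spots per cell inhibited over 60%, with over 100 cells counted and total cytoplasm intensity under 500,000; inconclusive = wells with under 100 cells, flagged as likely toxic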;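 note: U2OS cells stably carrying GPR55 and arrestin-GFP stimulated by 5 µM LPI near EC80; imaged beta-arrestin-GFP aggregate spots per cell after agonist stimulation; plate controls were LPI-stimulated DMSO wells for no effect and DMSO wells without LPI for full effect; some results filed as inactive read as strong as hits; confirmed hits need IC50 under 10 µM and bright autofluorescent wells are also inconclusive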
# HEK293 NOD2/NF-kB: NOD2 signaling inhibitors, cell-based, luminescence, uHTS, HEK293 (AID 1566). HEK293 NOD2/NF-kB luciferase reporter, luminescence; higher % means a stronger effect. inhibition, % at 4 µM, or EC50 in µM where a hit was titrated. 290,000 compounds, 0.63% hits; note: many of its hits are not listed in these tables
# GPR55 beta-arrestin: selective activators of receptor GPR55 – imaging, U2OS cells, beta-arrestin-GFP redistribution, primary screen (AID 1961); U2OS GPR55 beta-arrestin-GFP redistribution imaging; higher % means a stronger effect; activation, % at 10 µM, or EC50 in µM where a hit was titrated; 290,000 compounds, 0.048% hits;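 active = activation above 40% with more than 50 cells counted in the well; inconclusive = wells holding fewer than 50 cells, flagged as toxic or sparse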;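 note: U2OS osteosarcoma cells stably expressing GPR55 and beta-arrestin-GFP; plate controls were DMSO negative control for no effect and LPI positive control for full effect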
# KOR beta-arrestin-1: KOR antagonists, beta-arrestin recruitment, cell-based, luminescence, uHTS (AID 1778) | KOR beta-arrestin recruitment, luminescence, antagonist mode; higher % means a stronger effect | inhibition, % at 10 µM; hits with a dose series show IC50 in µM | 290,000 compounds, 0.091% hits; note: strong numbers were not always called active
# NOD1 inhibition: inhibition of NOD1-driven NF-kB reporter – cell-based, luminescence, uHTS, primary screen (AID 1578) | 290,000 compounds, 1% hits | NOD1-driven NF-kB luciferase reporter cells, luminescence; higher % means a stronger effect | one-dose inhibition, % at 4 µM; EC50 in µM for titrated hits; in the data active = inhibition mostly above about 36%, no sharp cut-off; inactive = mostly below about 34%;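 note: HEK-293T reporter cells stimulated with the NOD1 agonist gamma-tri-DAP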
# KOR beta-arrestin-2: kappa opioid receptor activators – cell-based, luminescence, uHTS, primary screen (AID 1777); KOR beta-arrestin recruitment, luminescence; higher % means a stronger effect; activation, % at 10 µM; hits with a dose series show EC50 in µM; 280,000 compounds, 0.02% hits; in the data active = activation above about 50%, passing the limit was not always enough; note: a part of the inactive calls stands beside numbers as strong as those of hits
# Myeloid diff 2: myeloid differentiation induction; ER-HoxA9 myeloid progenitors, lysozyme-GFP differentiation, flow cytometry; 360,000 compounds, 1% hits; AID 624256; calls only at 10 µM;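 active = normalized GFP-positive differentiation at or above the plate's own cutoff, the solvent-only control mean plus 3 SD; inconclusive = no clear call, values can overlap the other calls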;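 note: cells exposed to compound for four days before flow analysis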
# GPR35 arrestin U2OS: inhibition of zaprinast-stimulated GPR35 beta-arrestin translocation – imaging, U2OS, beta-arrestin-GFP, zaprinast agonist, primary screen (AID 2058). 290,000 compounds, 0.052% hits. U2OS GPR35 beta-arrestin-GFP translocation imaging, zaprinast antagonism; higher % means a stronger effect. inhibition, % at 10 µM; hits with a dose series show IC50 in µM;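 active = inhibition of at least 50% with at least 30 cells and total cytoplasm GFP at most 10,000,000; inconclusive = under 30 cells or total GFP of 10,000,000 plus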
# HIV peptide binding: cell-free HIV fusion peptide-binding blockers – biochemical, uHTS, fluorescence dequenching, primary screen (AID 1986); cell-free peptide binding, fluorescence dequenching, 30 min; higher % means a stronger effect; inhibition, % at 20 µM; hits with a dose series show IC50 in µM; 290,000 compounds, 0.3% hits; in the data active = inhibition mostly above about 52%, no sharp cut-off; inactive = mostly below about 76%; note: some results filed as inactive read as strong as hits
# Myeloid diff 2 GFP+ MAC1+ %: also measured in Myeloid diff 2; calls as there; GFP+ MAC1+ double positive, %; measured here: differentiation confirmed by MAC1 staining
# An asterisk follows results filed as active; i = inactive; ? = inconclusive; · = no result given; [ ] = another dose, or the depositor's remark. Cut-off read from the data, not from the text of the source, unless noted: active = inhibition above about 50%; inactive = the rest.
entry	Structure	GPR55 antagonists	HEK293 NOD2/NF-kB	GPR55 beta-arrestin	KOR beta-arrestin-1	NOD1 inhibition	KOR beta-arrestin-2	Myeloid diff 2	Myeloid diff 2 GFP+ MAC1+ %	GPR35 arrestin U2OS	HIV peptide binding
1	Cc1onc(NC(=O)c2ccc([N+](=O)[O-])o2)c1Br	8.3%	19.1%	-0.1%	17.8%	2.7%	0.3%	i	0.5	2.0%	0.2%
2	O=C(CN1CCCc2ccccc21)N/N=C/c1ccc(O)cc1O	6.0%	35.4%	0.0%	-12.6%	-20.2%	-2.2%	i	1.4	-6.1%	0.0%
3	O=C(c1ccc(N2CCCC2=O)cc1)N1CCOCC1	10.6%	4.2%	0.2%	28.6%	-17.5%	-2.4%	i	0.4	-2.0%	-1.2%
4	O=C(OCC(=O)N1c2ccccc2Sc2ccccc21)C1CC(=O)N(Cc2ccco2)C1 (centres undefined)	10.2%	2.7%	-0.1%	-21.9%	-15.2%	4.6%	i	6.3	13.2%	3.3%
5	Cc1cc(OC(C)C(=O)NCc2ccccn2)c2c(C)cc(=O)oc2c1 (centres undefined)	-16.2%	7.2%	-0.2%	-44.6%	-27.1%	-2.4%	i	0.8	-7.6%	-0.6%
6	COc1ccccc1C(=O)N1CCN(c2nc3cc(C)c(C)cc3cc2C#N)CC1	27.9%	7.1%	0.3%	10.2%	-8.1%	-5.3%	i	1.2	13.3%	-1.6%
7	Cc1c(CC(=O)O)c(=O)oc2cc3c(cc12)CCC(C)(C)O3	-2.2%	9.4%	-0.1%	13.1%	-13.4%	-5.1%	i	0.7	12.8%	-1.1%
8	COc1ccccc1NC(=O)CSc1nc2c(oc3ccccc32)c(=O)n1C	-17.6%	8.4%	-0.2%	-51.7%	12.0%	1.6%	i	1.5	-0.6%	-0.8%
9	O=[N+]([O-])c1ccc(NC(=S)N/C(=N/CS(=O)(=O)c2ccccc2)c2ccccc2)cc1	8.5%	-15.6%	-0.1%	-13.7%	-51.7%	1.7%	i	0.3	13.7%	0.3%
10	COC(=O)c1c(NC(=S)Nc2ccccc2Cl)sc(C)c1C	9.5%	8.6%	-0.1%	-3.4%	-37.0%	-0.6%	i	0.7	-2.9%	0.0%
11	O=C(NCc1cccnc1)C1CCCN(S(=O)(=O)c2ccc(Cl)cc2)C1 (centres undefined)	2.6%	3.0%	0.2%	-31.0%	5.2%	1.0%	i	0.6	-7.4%	-0.5%
12	COC(=O)c1c(NC(=O)CC2SC(N)=NC2=O)sc2c1CCC(C(C)(C)C)C2 (centres undefined)	4.4%	12.2%	-0.2%	-18.0%	10.1%	1.5%	i	1.4	-1.0%	-1.7%
13	COc1ccccc1CN1CC(C(=O)NCCN2CCOC2=O)CCC1=O (centres undefined)	-10.9%	15.7%	0.2%	4.4%	-12.4%	1.2%	i	1.4	0.6%	0.1%
14	CCC(C(=O)NC(C)(C)C)N(Cc1ccc(F)cc1)C(=O)c1snc(C(N)=O)c1N (centres undefined)	3.7%	9.7%	-0.2%	-45.5%[20 µM]	59.7%	9.9%	i	0.7	16.7%	-1.3%
15	Cc1cc(-c2onc(C)c2C(N)=O)no1	-4.6%	18.5%	-0.2%	16.8%	-1.1%	0.0%	i	0.5	7.6%	0.0%
16	O=C(O)[C@]1(S(=O)(=O)c2ccccc2)C[C@@H]2ON=C(c3cccc(Br)c3)[C@@H]2C1	8.9%	2.2%	-0.1%	-0.1%[20 µM]	8.8%	·	i	0.7	8.4%	-1.4%
17	C[C@@H](C(=O)Nc1ccc2ccccc2c1)[C@H]1C[C@]1(C)[C@H](NS(=O)(=O)c1ccc(-c2ccccc2)cc1)c1ccccc1	2.8%	-28.4%	-0.2%	-26.8%	-3.4%	-1.9%	·	·	2.5%	-1.3%
18	CN(Cc1ccccc1)C(=O)CN1C(=O)C2C3C=CC(C3)C2C1=O (centres undefined)	0.1%	7.4%	0.1%	17.5%	-23.3%	3.9%	i	0.9	0.3%	3.1%
19	C1CN(CC23CC4CC(CC(C4)C2)C3)CCO1	4.6%	13.3%	0.2%	-40.7%	-12.6%	-0.4%	i	0.9	2.0%	0.0%
20	CC(=O)N(c1ccc2oc(=O)sc2c1)S(=O)(=O)c1ccccc1	8.8%	-10.0%	-0.1%	-34.2%	-3.3%	0.2%	i	0.6	9.7%	75.8%
21	COc1ccc(CC(=O)NNC(=O)c2ccco2)cc1OC	43.4%	-2.9%	1.3%	-17.8%	3.7%	-3.6%	i	0.4	-2.1%	3.2%
22	COc1ccc(N2CCN(C3CCCN(Cc4cccc(C(C)=O)c4)C3)CC2)cc1 (centres undefined)	-5.2%	-4.4%	-0.4%	-45.5%[20 µM]	16.0%	-2.4%	i	0.3	-6.1%	-1.2%
23	Cc1ccc(N(C(=O)C2CCC(=O)N2)C2(C(=O)NC3CCCC3)CCCCC2)cc1 (centres undefined)	1.0%	6.1%	-0.1%	10.1%	-3.1%	-4.1%	i	0.6	23.6%	1.8%
24	COc1cc2c(cc1NC(=O)C(C)OC(=O)C1CC(=O)N(Cc3ccco3)C1)oc1ccccc12 (centres undefined)	8.5%	-9.2%	-0.1%	11.7%	-73.0%	-4.6%	i	0.9	-19.4%	1.3%
25	O=c1c(Cc2c(F)cccc2Cl)c(O)ccn1CC1CCCO1 (centres undefined)	8.0%	1.1%	-0.1%	20.1%	-48.9%	-3.7%	i	0.3	2.7%	-1.1%
26	Clc1ccccc1OCc1nn2c(-c3ccncc3)nnc2s1	15.3%	13.3%	-0.1%	-2.8%	-2.2%	-5.6%	i	2.5	-19.3%	0.6%
27	O=C(/C=C/c1cccc([N+](=O)[O-])c1)N1CC[C@@]2(O)CCCC[C@H]2C1	-19.0%	-10.4%	-0.3%	-9.9%	-9.4%	·	i	0.3	2.1%	0.0%
28	CCN(CC)c1ccc(/C=N/Nc2cccc(C)c2)c(O)c1	13.2%	-53.0%	-0.1%	31.0%	-39.2%	-2.8%	i	0.8	-2.2%	16.2%
29	O=C(O)c1cc(-c2ccc(/C=c3\sc4nc5ccc(Br)cc5n4c3=O)o2)ccc1Cl	47.8%	-3.8%	-0.2%	-43.9%[20 µM]	41.0%	30.6%	·	·	12.1%	68.1%*
30	O=C(O)/C=C/C(=O)NCCC(c1ccccc1)c1ccccc1	4.9%	6.8%	-0.2%	-5.3%	0.1%	1.6%	i	0.0	-10.9%	-1.1%
31	CCCCN(CCCC)CCNC(=O)CN1C(=O)COc2ccc(S(=O)(=O)N3CCOCC3)cc21	4.2%	-15.1%	-0.1%	-28.9%	6.5%	-3.0%	i	3.7	1.1%	-1.0%
32	Nc1nonc1-n1nnc(C(=O)N/N=C/c2cccc(Cl)c2)c1CSc1ccc(Cl)cc1	-5.6%	-17.7%	-0.4%	25.4%	-15.4%	37.3%	i	0.5	-3.4%	0.3%
33	Cc1ccc2c(c1)N(CCC(=O)NCc1cccs1)C(=O)C(C)O2 (centres undefined)	4.2%	20.2%	-0.1%	4.0%	0.1%	-4.0%	i	2.0	4.0%	-0.4%
34	Cc1c(Cl)cccc1NC(=S)N(Cc1ccccc1)Cc1cccnc1	-9.2%	2.0%	0.0%	-34.7%	-25.8%	10.5%	i	0.5	1.7%	-1.0%
35	CC(C)C(=O)Nc1nnc(SCC(=O)NCC2CCCO2)s1 (centres undefined)	9.4%	19.5%	-0.3%	11.7%	-11.4%	-3.2%	i	0.2	28.5%	-1.6%
36	Cc1cccc(/C=N/N2CCN(c3ccccc3)CC2)c1	-4.6%	-91.3%	0.5%	·	-83.4%	-1.0%	i	2.3	22.7%	1.8%
37	COc1cc(/C=N/NC(=O)Cn2cnc3c2c(=O)n(C)c(=O)n3C)ccc1O	14.2%	23.6%	0.3%	·	6.6%	·	i	0.6	-6.3%	0.7%
38	CCn1cc(-c2cc(C(=O)O)c3ccccc3n2)cn1	5.5%	-3.9%	-0.3%	2.2%	-7.2%	-1.1%	i	0.2	-6.7%	0.0%
39	NC(=O)COC(=O)c1c2c(nc3ccccc13)CCC2	3.8%	6.2%	0.8%	6.3%	-26.2%	0.1%	i	0.2	-9.1%	11.2%
40	NC(=O)c1ccc(N=Cc2ccc([N+](=O)[O-])s2)cc1	10.3%	4.8%	0.2%	-1.2%	-3.6%	1.1%	?	·	0.3%	3.0%
41	O=C(NC(=S)Nc1ncc(Br)cc1Br)c1cncc(Br)c1	4.1%	-18.8%	-0.2%	16.4%	-9.1%	0.9%	i	6.2	-7.9%	-0.1%
42	C/C(=N\Nc1nnc(-c2ccccc2)c(-c2ccccc2)n1)c1cccc([N+](=O)[O-])c1	9.4%	13.0%	0.4%	12.9%	-34.7%	-4.4%	i	9.4	-27.0%	-3.4%
43	COCCCNC(=O)Nc1ccc(Br)cc1Cl	2.7%	-18.6%	-0.1%	-19.0%	-19.5%	0.1%	i	4.0	-25.7%	2.1%
44	[O-][n+]1ccc(C2CC2)cc1	11.0%	14.3%	-0.1%	13.2%	-21.2%	-4.2%	i	1.2	7.6%	-1.9%
45	CCCCNCc1cc(OCC)c(OCC)cc1Br	-1.2%	4.2%	-0.1%	-22.1%[20 µM]	-29.3%	-7.5%	i	0.1	25.5%	0.4%
46	C[C@@H](C(=O)Nc1ccc2ccccc2c1)[C@H]1C[C@]1(C)[C@H](NP(=O)(c1ccccc1)c1ccccc1)c1ccccc1	7.0%	5.8%	-0.3%	-36.6%	29.9%	0.6%	·	·	-3.5%	-1.5%
47	NS(=O)(=O)c1ccc(N/N=C/c2cn(-c3ccccc3)nc2-c2cccs2)c([N+](=O)[O-])c1	13.2%	-5.6%	-0.1%	-80.2%[20 µM]	-16.1%	0.8%	i	0.2	-8.9%	-2.9%
48	CCn1c(/C=C2\C(=O)N(C)c3ccccc32)nc2ccccc2c1=O	16.1%	2.7%	0.0%	5.8%	-8.2%	-0.7%	i	0.7	-5.3%	0.0%
49	CCNC(=S)NNC(=O)c1cc(C)nc2ccccc12	0.2%	15.6%	-0.1%	38.4%	-11.9%	-0.2%	i	0.0	0.1%	-2.6%

# Single records, from the list above. Values in the order: GPR55 antagonists | HEK293 NOD2/NF-kB | GPR55 beta-arrestin | KOR beta-arrestin-1 | NOD1 inhibition | KOR beta-arrestin-2 | Myeloid diff 2 | Myeloid diff 2 GFP+ MAC1+ % | GPR35 arrestin U2OS | HIV peptide binding
# Profile of COC(=O)c1c(NC(=S)Nc2ccccc2Cl)sc(C)c1C → 9.5% | 8.6% | -0.1% | -3.4% | -37.0% | -0.6% | i | 0.7 | -2.9% | 0.0%
# Profile of COc1ccc(CC(=O)NNC(=O)c2ccco2)cc1OC → 43.4% | -2.9% | 1.3% | -17.8% | 3.7% | -3.6% | i | 0.4 | -2.1% | 3.2%

# These rows are one share of the data; rates above refer to the full screens.
